pPAFAH inh = pPAFAH (human) enzyme inhibition; Q13093; recombinant pPAFAH, FP-rhodamine probe fluorescence polarization; inhibition, % at 3.39 µM; actives 1.5% (n = 330,000);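 active = inhibition above the mean inhibition across the screen plus 3 SD, cut at about 25% in these data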;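 also: inhibitors block binding of the rhodamine activity-based probe so polarization drops; 0% = enzyme with DMSO and 100% = wells lacking pPAFAH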
PAFAH1B2 inh = PAFAH1B2 (human) inhibition | actives 1.2% (n = 340,000) | P68402 | inhibition, % at 3.39 µM | recombinant PAFAH1B2, FP-rhodamine activity probe, fluorescence polarization;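 active = inhibition above the mean of all tested compounds plus 3 SD, cut at about 24% in these data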;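 also: 0% = enzyme with DMSO and 100% = wells lacking PAFAH1B2; many of its hits are not listed in these tables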
Target sequence (P68402 whole entry, looked up): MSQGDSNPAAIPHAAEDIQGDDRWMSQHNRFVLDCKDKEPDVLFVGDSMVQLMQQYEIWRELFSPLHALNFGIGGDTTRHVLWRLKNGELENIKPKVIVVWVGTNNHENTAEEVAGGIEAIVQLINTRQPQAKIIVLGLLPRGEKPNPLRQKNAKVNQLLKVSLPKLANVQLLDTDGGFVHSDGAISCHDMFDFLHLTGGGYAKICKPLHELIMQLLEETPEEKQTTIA
PAFAH2 inh = inhibitors of human PAFAH2; Q99487; inhibition, % at 3.39 µM; recombinant PAFAH2, FP-rhodamine activity probe, fluorescence polarization; actives 0.99% (n = 340,000);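 active = inhibition above the mean over all tested compounds plus 3 SD, cut at about 30% in these data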;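 also: inhibitors block probe labeling of enzyme so polarization drops; 0% = enzyme with DMSO and 100% = wells lacking PAFAH2 protein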
PAFAH1B3 inh = PAFAH1B3 (human) inhibition; Q15102; recombinant PAFAH1B3, FP-rhodamine probe, fluorescence polarization; inhibition, % at 3.39 µM; actives 0.28% (n = 340,000); AID 492972;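 active = inhibition above the screen-wide average of all tested compounds plus 3 SD, cut at about 25% in these data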;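 also: 0% = enzyme with DMSO only and 100% = wells lacking PAFAH1B3 protein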
Target sequence (Q15102 whole entry, looked up): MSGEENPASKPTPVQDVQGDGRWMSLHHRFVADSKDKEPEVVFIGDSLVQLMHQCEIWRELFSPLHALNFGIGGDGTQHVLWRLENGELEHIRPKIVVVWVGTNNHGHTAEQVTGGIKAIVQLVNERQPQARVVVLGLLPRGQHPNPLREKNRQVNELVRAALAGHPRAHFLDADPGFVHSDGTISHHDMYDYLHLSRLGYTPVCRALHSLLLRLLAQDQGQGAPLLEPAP
LYPLA2 inh = counter-screen for PME1 inhibitors: inhibitors of human LYPLA2. O95372. recombinant LYPLA2, FP-Rh probe fluorescence polarization. inhibition, % at 5.9 µM. actives 0.38% (n = 320,000). AID 2177;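 active = inhibition above the screen-wide mean plus 3 SD, limit set per campaign, cut at about 26% in these data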;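 also: 0% = LYPLA2 with DMSO and 100% = wells lacking LYPLA2 enzyme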
Target sequence (O95372 whole entry, looked up): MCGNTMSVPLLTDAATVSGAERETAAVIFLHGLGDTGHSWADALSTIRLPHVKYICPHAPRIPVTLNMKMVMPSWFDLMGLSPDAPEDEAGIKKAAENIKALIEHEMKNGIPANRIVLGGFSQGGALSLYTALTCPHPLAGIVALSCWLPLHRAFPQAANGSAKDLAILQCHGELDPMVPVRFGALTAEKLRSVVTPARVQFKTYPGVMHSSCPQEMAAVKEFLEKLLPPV
EBNA-1 inhibitor = blocks EBNA-1 binding to DNA | EBNA-1 DNA binding, fluorescence polarization | inhibition, % at 14.8 µM | actives 0.34% (n = 300,000); in the data active = inhibition above about 28%
ZTA DNA inh = blocks Epstein-Barr virus ZTA, an EBNA-1 counter-screen; ZTA-DNA binding, fluorescence polarization; P03206; inhibition, % at 11 µM; AID 2234; actives 0.15% (n = 320,000); in the data active = inhibition above about 33%
Target sequence (P03206 whole entry, looked up): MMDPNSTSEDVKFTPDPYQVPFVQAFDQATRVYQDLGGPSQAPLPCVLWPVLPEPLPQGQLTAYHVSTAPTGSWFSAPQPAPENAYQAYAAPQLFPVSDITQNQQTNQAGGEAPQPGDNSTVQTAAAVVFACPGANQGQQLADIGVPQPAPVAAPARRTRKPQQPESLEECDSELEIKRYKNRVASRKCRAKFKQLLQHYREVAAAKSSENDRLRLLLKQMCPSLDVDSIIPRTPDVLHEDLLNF
PREPL inhibitor = inhibits the human prolyl oligopeptidase-like enzyme | Q4J6C6 | actives 0.68% (n = 320,000) | recombinant PREPL, fluorescence polarization activity-based probe | inhibition, % at 5.96 µM | AID 2751; in the data active = inhibition above about 43%;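 also: 0% = enzyme with DMSO and 100% = wells lacking enzyme; many of its hits are not listed in these tables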
LYPLA1 inh = LYPLA1 (human) inhibition in PME1 counter-screen. recombinant LYPLA1, FP-Rh probe fluorescence polarization. inhibition, % at 5.9 µM. actives 0.16% (n = 320,000);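 active = inhibition above the mean of all tested compounds plus 3 SD, set per campaign, cut at about 14% in these data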;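 also: inhibitors block serine hydrolase probe labeling of LYPLA1 so polarization falls; 0% = enzyme with DMSO and 100% = wells lacking LYPLA1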
Numbers without * were called inactive; / = no result given. The list is partial. The share of hits here may be higher or lower than overall.

SMILES | pPAFAH inh | PAFAH1B2 inh | PAFAH2 inh | PAFAH1B3 inh | LYPLA2 inh | EBNA-1 inhibitor | ZTA DNA inh | PREPL inhibitor | LYPLA1 inh
COc1ccc2c3c1OC1C(O)C=CC4C(C2)[N+](C)(C)CCC341 (stereo not given) | 0 | 9 | 3 | 5 | 3 | -9 | -5 | 16 | 0
CCN(CC)C(=O)c1ccc(N2C(=O)C3CC=C(Cl)CC3C2=O)cc1 (stereo not given) | -1 | 1 | -3 | 8 | -4 | 11 | 2 | -8 | -5
CCOC(=O)c1c(C)n(Cc2ccccc2)c2ccc(OCC(O)CNC(C)(C)C)cc12 (stereo not given) | 4 | -2 | -7 | 5 | 1 | -12 | 1 | 19 | 0
COC(=O)C1=C(c2ccc(F)cc2OCc2ccccc2)C[C@@H]2CC[C@H]1N2C(=O)NCCc1ccc(F)cc1 | 1 | 0 | 1 | -6 | 2 | / | 2 | 12 | -1
CC(=Nc1ccc2c(c1)CCC2)c1c(O)n(C)c(=O)n(C)c1=O | -2 | 1 | 6 | 5 | -3 | -3 | -2 | 0 | -5
O=C(N=Nc1c(O)[nH]c(=O)[nH]c1=O)C1COc2ccccc2O1 (stereo not given) | -1 | 2 | 5 | 0 | 1 | -4 | 6 | 3 | 3
CCCC[C@@H](C)C[C@@H](C)C(=O)N(C)[C@@H](CC(C)C)C(=O)N[C@H](C(=O)N(C)[C@H](C(=O)N1C[C@@H](O)C[C@H]1C(=O)N1C(=O)C=C[C@@H]1C)C(C)C)C(C)OC(C)=O (stereo not given in full) | 8 | 9 | 6 | 7 | / | / | / | 50* | /
CC(NCc1ccc(Cl)c(Cl)c1)C(O)c1ccccc1 (stereo not given) | 1 | 3 | -2 | 10 | -1 | 4 | -3 | 9 | 1
CCCCCC(=O)N[C@@H](c1ccccc1)[C@@H](O)C(=O)O[C@H]1C[C@@]2(O)[C@@H](OC(=O)c3ccccc3)C3[C@](C)(C(=O)[C@H](O)C(=C1C)C2(C)C)[C@@H](OC1OCC(O)C(O)C1O)C[C@H]1OC[C@@]31OC(C)=O (stereo not given in full) | 5 | -2 | 12 | 11 | 1 | 4 | 8 | 2 | 1
CCC1(CC)C(=N)N(C)C(=O)NC1=O | 1 | 1 | -10 | 3 | 6 | -4 | 1 | 7 | 1
Cc1nc2nc(C)c(CCC(=O)N3CCC4(CC3)OCCO4)c(C)n2n1 | -5 | 3 | 8 | 10 | 4 | -9 | 0 | 9 | 2
O=[P+](Cc1ccccc1)Cc1ccccc1 | 3 | 2 | -3 | 3 | 5 | 8 | 9 | -2 | -2
Cc1cc(C)c(-n2c(O)c(/C=N/N3CCCCC3c3cccnc3)c(=O)[nH]c2=O)c(C)c1 (stereo not given) | 1 | -2 | 2 | 8 | -6 | -5 | 10 | -3 | -4
CC(=O)Nc1ccc(OC(=O)N(C)c2ccc(C)cc2)cc1 | 5 | 8 | -4 | 10 | 7 | 5 | 12 | -3 | 5
COC(=O)C1=C(c2ccccc2)C[C@@H]2CC[C@H]1N2C(=O)NCCCOC(C)C | -3 | 1 | -5 | 3 | 1 | 14 | 2 | -3 | 1
Cc1cc(/C=C2\C(=O)NC(=O)N(c3cccc(F)c3)C2=O)c(C)n1-c1cc(C(=O)O)cc(C(=O)O)c1 | 5 | 4 | 12 | 5 | 1 | 1 | 3 | -9 | -2
O=C1C=C2C=C[C@@H]3CC2(O1)[C@H]1CCCCN31 | 1 | 4 | -1 | 0 | -3 | 3 | 4 | 1 | 0
Cc1cc(N2C(=O)C3CCCN3C2c2ccc(Cl)c(Cl)c2)no1 (stereo not given) | 4 | 4 | -6 | 0 | -3 | 4 | 7 | 3 | -2
O=C1/C(=C/c2ccncc2)N2CCC1CC2 | -1 | 2 | 3 | 18 | 7 | 2 | -1 | -10 | 2
CN(C)C(=O)Oc1ccc2nnc3ccnn3c2c1 | 7 | 0 | 4 | 4 | -9 | 8 | -1 | 6 | 1
Cc1ccc(C2=NN(CCC(=O)N3CCC4(CC3)OCCO4)C(=O)CC2)cc1 | 1 | 4 | 10 | -1 | -6 | 0 | 6 | 3 | 2
O=[N+]([O-])c1ccc(-[n+]2c(-c3ccccc3)cc(-c3ccccc3)cc2-c2ccccc2)cc1 | -2 | 2 | 0 | 8 | 3 | 3 | -9 | 43* | 4
CCOC(=O)N1CCN(C(C)C(=O)c2c[nH]c3ccccc23)CC1 (stereo not given) | 4 | 2 | 4 | 13 | -2 | -4 | -7 | -6 | 4
C/C=C/CC1(CC)C(=O)NC(=S)NC1=O | -1 | 2 | -3 | 8 | -1 | -10 | 4 | -4 | -7
CC1=C2C3OC(=O)C(C)C3CC[C@@]2(C)C=CC1=O (stereo not given in full) | 1 | -2 | 5 | -2 | 4 | 1 | 6 | 5 | 3

Record cards, as listed above. Order of values: pPAFAH inh, PAFAH1B2 inh, PAFAH2 inh, PAFAH1B3 inh, LYPLA2 inh, EBNA-1 inhibitor, ZTA DNA inh, PREPL inhibitor, LYPLA1 inh
CCOC(=O)c1c(C)n(Cc2ccccc2)c2ccc(OCC(O)CNC(C)(C)C)cc12 (stereo not given) as listed: 4, -2, -7, 5, 1, -12, 1, 19, 0
CC(NCc1ccc(Cl)c(Cl)c1)C(O)c1ccccc1 (stereo not given) as listed: 1, 3, -2, 10, -1, 4, -3, 9, 1

Only EBNA-1 inhibitor and LYPLA1 inh, for some of the entries so far:
SMILES	EBNA-1 inhibitor	LYPLA1 inh
Cc1cc(N2C(=O)C3CCCN3C2c2ccc(Cl)c(Cl)c2)no1 (stereo not given)	4	-2
CC(=O)Nc1ccc(OC(=O)N(C)c2ccc(C)cc2)cc1	5	5
O=C1/C(=C/c2ccncc2)N2CCC1CC2	2	2

Further structures
SMILES | pPAFAH inh | PAFAH1B2 inh | PAFAH2 inh | PAFAH1B3 inh | LYPLA2 inh | EBNA-1 inhibitor | ZTA DNA inh | PREPL inhibitor | LYPLA1 inh
CCOC(=O)C1=C(C)N(C)C2(C)CC1c1ccccc1O2 (stereo not given) | 3 | -1 | 2 | 7 | 1 | 3 | 3 | -7 | -2
COc1ccc2ccc(O)c(CN3CC=C(c4ccccc4)CC3)c2c1 | 1 | 0 | -8 | 6 | 3 | 5 | -6 | 3 | 2
CC1(C)C(c2ccccc2)=NC(c2cccnc2)=[N+]1[O-] | 3 | 2 | 6 | -4 | 0 | -2 | 3 | 4 | 1
CCCNC(=O)N1[C@H]2CC[C@@H]1C(C(=O)OC)=C(c1ccc(-c3ccccc3)c(F)c1)C2 | -2 | -5 | 2 | 6 | -1 | / | -11 | 3 | 1
CC(C)Cc1nnc(NC(=O)CCC(=O)N2CCC3(CC2)OCCO3)s1 | 0 | 6 | 5 | 9 | 2 | 3 | 4 | 5 | 2
CCN(CC)CCCN=Cc1c(O)n(-c2cccc(C)c2C)c(=O)[nH]c1=O | -4 | 5 | -5 | 1 | -3 | -14 | -7 | 18 | -3
CCOC(=O)C(=O)NC1CCSC1=O (stereo not given) | -2 | -2 | -1 | -5 | 7 | 4 | 20 | 12 | -4
N/C(=N\[N+](=O)[O-])N1CCN(C(=O)c2ccccn2)CC1 | -1 | 2 | 3 | 1 | -7 | -13 | 4 | 15 | -1
COC(=O)C1=C(c2c(C)noc2C)C[C@@H]2CC[C@H]1N2C(=O)N1CCCCC1 | 3 | 0 | -5 | -1 | 1 | / | -10 | 12 | 3
c1cc2c(cc1CCNC1CCCCCC1)OCO2 | 2 | -3 | -3 | 0 | 3 | 5 | -4 | 2 | -1
Clc1ccccc1CN1CCN(c2ccccc2)CC1 | 0 | -5 | 1 | 3 | -1 | -3 | -2 | 8 | -1
CC12CCCCC1N(O)CN2O (stereo not given) | 0 | -2 | 1 | 5 | 10 | 9 | 10 | -1 | 3
O=c1[nH]c(=S)n(-c2ccccc2)c(O)c1/C=N/N1CCCCC1c1cccnc1 (stereo not given) | -7 | -33 | -60 | -52 | -31 | 4 | -23 | -2 | -14
CCCCc1nc2ccccc2c(=O)n1-c1ccccc1O | 0 | 0 | 2 | -2 | -4 | -22 | -22 | 111* | 2
C[C@]12CCC3C(CC[C@H]4C[C@@H](O)CC[C@]34C)C1C[C@@H](O)[C@]2(C)O (stereo not given in full) | 0 | 2 | -2 | 3 | / | / | / | 13 | /
Cc1ccc(-n2c(O)c(C=NCCC3=CCCCC3)c(=O)[nH]c2=O)cc1 | -2 | 8 | 2 | 2 | -5 | -21 | -13 | 3 | 1
COc1cc(C(=O)Nc2ccc(Br)cc2C(=O)c2ccccc2Cl)cc(OC)c1OC | 0 | 1 | -15 | 5 | 5 | 3 | -5 | 17 | 0
O=C(NC(=S)N1C[C@H]2C[C@H](C1)c1cccc(=O)n1C2)c1ccc(Cl)cc1 | 1 | -3 | -2 | 8 | 7 | -5 | -7 | -2 | 2
COc1ccc(OCC(=O)Nc2ccc(Cl)cc2C(=O)c2ccccc2)cc1 | -4 | 2 | 1 | -1 | -1 | -1 | -25 | 1 | -4
OC[C@H]1O[C@@H](n2cnc3cc(Cl)c(Cl)cc32)[C@H](O)[C@@H]1O | 1 | -5 | -6 | 3 | -3 | -10 | -20 | 6 | -1
COc1ccc(CNC(C)Cc2cccs2)cc1 (stereo not given) | -2 | 5 | 3 | 5 | -1 | -4 | 7 | -4 | -1
CN1CCC23c4c5ccc(O)c4O[C@@H]2[C@H](O)C=CC3C1C5 (stereo not given in full) | -2 | 2 | 0 | 3 | / | / | / | 8 | /
C[C@]12CCC3C(CC[C@H]4C[C@H](OC(=O)c5cccnc5)CC[C@]34C)C1CCC2=O (stereo not given in full) | 4 | 0 | 3 | 6 | / | / | / | 22 | /

Arranged by molar mass (descending): 7 of the compounds above
SMILES | pPAFAH inh | PAFAH1B2 inh | PAFAH2 inh | PAFAH1B3 inh | LYPLA2 inh | EBNA-1 inhibitor | ZTA DNA inh | PREPL inhibitor | LYPLA1 inh
CCCNC(=O)N1[C@H]2CC[C@@H]1C(C(=O)OC)=C(c1ccc(-c3ccccc3)c(F)c1)C2 | -2 | -5 | 2 | 6 | -1 | / | -11 | 3 | 1
COc1ccc(OCC(=O)Nc2ccc(Cl)cc2C(=O)c2ccccc2)cc1 | -4 | 2 | 1 | -1 | -1 | -1 | -25 | 1 | -4
O=C(NC(=S)N1C[C@H]2C[C@H](C1)c1cccc(=O)n1C2)c1ccc(Cl)cc1 | 1 | -3 | -2 | 8 | 7 | -5 | -7 | -2 | 2
CC(C)Cc1nnc(NC(=O)CCC(=O)N2CCC3(CC2)OCCO3)s1 | 0 | 6 | 5 | 9 | 2 | 3 | 4 | 5 | 2
CCN(CC)CCCN=Cc1c(O)n(-c2cccc(C)c2C)c(=O)[nH]c1=O | -4 | 5 | -5 | 1 | -3 | -14 | -7 | 18 | -3
OC[C@H]1O[C@@H](n2cnc3cc(Cl)c(Cl)cc32)[C@H](O)[C@@H]1O | 1 | -5 | -6 | 3 | -3 | -10 | -20 | 6 | -1
c1cc2c(cc1CCNC1CCCCCC1)OCO2 | 2 | -3 | -3 | 0 | 3 | 5 | -4 | 2 | -1

Assay outcomes from PubChem.
